# TcdB GH inh – TcdB glycohydrolase inhibition; P18177; TcdB glycohydrolase enzymatic assay, plate reader; inhibition, % at 9.99 µM; 350,000 tested, 0.24% active; AID 652162; in the data active = inhibition above about 10%
# Starred values were filed as active, the others as inactive. The list is partial (hit frequency here may not be typical).
SMILES,TcdB GH inh
C[C@@H]1CCCCO[C@H](CN(C)C)[C@H](C)CN([C@H](C)CO)C(=O)c2cc(NC(=O)c3ccccc3)ccc2O1,-4.7
C[C@@H]1CN([C@@H](C)CO)C(=O)c2cc(NS(=O)(=O)c3cn(C)cn3)ccc2O[C@@H](C)CCCCO[C@@H]1CN(C)C(=O)Nc1ccc(F)cc1,0.0
CCCC#Cc1ccc([C@H]2[C@@H](C#N)N(C(=O)C3CC3)[C@H]2CO)cc1,-8.3
O=C(NC[C@@H]1N[C@@H](CO)[C@H]1c1ccc(C2=CCCC2)cc1)c1ccccc1,0.9
CC(C)C[C@@H]1NC(=O)[C@H]2C[C@@H](C(=O)NCc3ccc(F)cc3)[C@@H](c3cccc(OCCO)c3)N2C1=O,-1.2
Cc1noc(C)c1NC(=O)N(C)C[C@H]1OCCCC[C@@H](C)Oc2ccc(NC(=O)Nc3ccc4c(c3)OCO4)cc2C(=O)N([C@H](C)CO)C[C@@H]1C,-0.9
O=C(c1ccncc1)N1CC[C@H]2[C@H](CO)Nc3ccc(-c4ccc(F)cc4)cc3[C@H]21,3.3
C[C@@H]1CN([C@@H](C)CO)S(=O)(=O)c2ccc(-c3cccc(C#N)c3)cc2O[C@@H]1CN(C)C(=O)c1ccncc1,-17
CC(=O)N(C)C[C@@H]1Oc2cc(-c3ccccc3F)ccc2S(=O)(=O)N([C@@H](C)CO)C[C@H]1C,1.2
CC(C)NC(=O)Nc1ccc2c(c1)C(=O)N([C@@H](C)CO)C[C@H](C)[C@@H](CN(C)C(=O)Nc1ccc(F)cc1)O2,-0.5
C[C@@H]1CN([C@@H](C)CO)C(=O)Cc2cc(NC(=O)Nc3cccc4ccccc34)ccc2O[C@@H]1CN(C)S(=O)(=O)c1ccc(F)cc1,-0.2
O=C(NCC[C@@H]1CC[C@H](NS(=O)(=O)c2cccc(F)c2)[C@@H](CO)O1)C1CCCCC1,0.1
C[C@@H]1CN([C@@H](C)CO)C(=O)Cc2cc(NC(=O)C3CC3)ccc2O[C@@H]1CN(C)S(=O)(=O)c1ccc(F)cc1,0.7
C[C@H]1CN([C@@H](C)CO)S(=O)(=O)c2ccc(Br)cc2O[C@@H]1CN(C)S(C)(=O)=O,0.4
COc1ccccc1-c1cnc2c(c1)C(=O)N([C@H](C)CO)C[C@@H](C)[C@@H](CN(C)Cc1ccc(C(=O)O)cc1)O2,3.5
Cc1noc(C)c1S(=O)(=O)N(C)C[C@H]1Oc2ccc(NS(=O)(=O)c3cn(C)cn3)cc2CC(=O)N([C@@H](C)CO)C[C@H]1C,0.5
C[C@H](CO)N1C[C@H](C)[C@@H](CN(C)S(=O)(=O)c2ccccc2)Oc2c(NS(C)(=O)=O)cccc2C1=O,-0.6
C[C@H]1CN([C@@H](C)CO)S(=O)(=O)c2ccc(-c3ccncc3)cc2O[C@@H]1CN(C)C(=O)Nc1ccc(C(F)(F)F)cc1,0.6
CC(=O)N1CC2(C1)[C@H](c1ccccc1)[C@@H](CO)N2S(=O)(=O)c1ccccc1,0.7
CC(C)NC(=O)N(C)C[C@H]1Oc2ccc(NC(=O)CCN3CCOCC3)cc2CC(=O)N([C@@H](C)CO)C[C@@H]1C,-0.4
C[C@@H]1CN([C@@H](C)CO)C(=O)Cc2cc(NC(=O)Nc3ccc4c(c3)OCO4)ccc2O[C@@H]1CN(C)Cc1ccc(C(=O)O)cc1,0.0
CC(=O)N(C)C[C@@H]1Oc2cc(C#Cc3cccc(F)c3)ccc2S(=O)(=O)N([C@H](C)CO)C[C@H]1C,2.7
O=C(c1cccnc1)N1CC[C@H]2[C@H](CO)Nc3ccc(C#Cc4cccnc4)cc3[C@H]21,-0.5
CO[C@H]1CN(C)C(=O)c2ccc(NC(=O)c3ccccc3F)cc2OC[C@@H](C)NC[C@@H]1C,-1.5
O=C1c2[nH]nc(-c3ccccc3)c2C(c2ccc(F)cc2)N1Cc1ccccc1 (configuration not stated),0.7
COCC#Cc1cnc2c(c1)C(=O)N([C@@H](C)CO)C[C@@H](C)[C@H](CN(C)Cc1ccc3c(c1)OCO3)O2,0.4
O=C(C[C@H]1CC[C@H](NC(=O)C2CCC2)[C@@H](CO)O1)NC1CCCCC1,0.6
COC(=O)C1=C(C)N(Cc2ccccc2C(F)(F)F)C(=NCc2ccc(C(F)(F)F)cc2)NC1c1cccc(C(F)(F)F)c1 (configuration not stated),0.6
COCC(=O)N1C[C@@H]2[C@H](c3ccccc31)[C@@H](CO)N2C(=O)C1CCCC1,1.9
Cc1ccc(S(=O)(=O)N(C)C[C@@H]2Oc3ccc(NC(=O)Cc4cn(C)c5ccccc45)cc3C(=O)N([C@@H](C)CO)C[C@H]2C)cc1,-0.3
Cc1noc(C)c1NC(=O)Nc1ccc2c(c1)CC(=O)N([C@@H](C)CO)C[C@@H](C)[C@@H](CN(C)C)O2,0.7
CC(=O)N(C)C[C@H]1[C@@H](c2ccc(C#CC(C)C)cc2)[C@@H](CO)N1C(=O)C1CCC1,-1.1
CO[C@@H]1CN(C)C(=O)c2ccc(NS(C)(=O)=O)cc2OC[C@@H](C)N(C(=O)C2CC2)C[C@@H]1C,0.3
COc1ccc2c3c(n(C)c2c1)[C@@H](CO)NCC31CCN(CC2CC2)CC1,-11
Cc1ccc(S(=O)(=O)N(C)C[C@H]2Oc3ccc(NC(=O)CCC(F)(F)F)cc3C(=O)N([C@@H](C)CO)C[C@H]2C)cc1,-16
C[C@H](CO)N1C[C@H](C)[C@@H](CN(C)Cc2cncnc2)Oc2ncc(C#CC3CCCCC3)cc2C1=O,-1.0
O=C(C[C@H]1C[C@H]2c3cc(NC(=O)Nc4ccccc4F)ccc3O[C@H]2[C@H](CO)O1)NC1CCCC1,-1.3
CO[C@H]1CN(C)C(=O)c2cc(NS(=O)(=O)c3ccc(-c4ccccc4)cc3)ccc2OC[C@@H](C)NC[C@@H]1C,0.1
COc1ccccc1C(=O)Nc1ccc2c(c1)OC[C@H](C)N(C)C[C@H](C)[C@@H](OC)CN(C)C2=O,-1.5
O=C([C@H]1[C@H](CO)[C@H]2Cn3c(ccc(C4=CCCCC4)c3=O)[C@@H]1N2)N1CCCCC1,-2.2

# A draw from above in order of molecular weight, lowest first.
SMILES,TcdB GH inh
CC(=O)N(C)C[C@H]1[C@@H](c2ccc(C#CC(C)C)cc2)[C@@H](CO)N1C(=O)C1CCC1,-1.1
O=C([C@H]1[C@H](CO)[C@H]2Cn3c(ccc(C4=CCCCC4)c3=O)[C@@H]1N2)N1CCCCC1,-2.2
COc1ccccc1C(=O)Nc1ccc2c(c1)OC[C@H](C)N(C)C[C@H](C)[C@@H](OC)CN(C)C2=O,-1.5
O=C(C[C@H]1C[C@H]2c3cc(NC(=O)Nc4ccccc4F)ccc3O[C@H]2[C@H](CO)O1)NC1CCCC1,-1.3
C[C@H](CO)N1C[C@H](C)[C@@H](CN(C)Cc2cncnc2)Oc2ncc(C#CC3CCCCC3)cc2C1=O,-1.0
CO[C@H]1CN(C)C(=O)c2cc(NS(=O)(=O)c3ccc(-c4ccccc4)cc3)ccc2OC[C@@H](C)NC[C@@H]1C,0.1

# Grouped by structure, the compounds so far containing a COOH group (two)
SMILES,TcdB GH inh
COc1ccccc1-c1cnc2c(c1)C(=O)N([C@H](C)CO)C[C@@H](C)[C@@H](CN(C)Cc1ccc(C(=O)O)cc1)O2,3.5
C[C@@H]1CN([C@@H](C)CO)C(=O)Cc2cc(NC(=O)Nc3ccc4c(c3)OCO4)ccc2O[C@@H]1CN(C)Cc1ccc(C(=O)O)cc1,0.0

# Remaining list, next part
SMILES,TcdB GH inh
O=C(CC1CC1)N1CC2(C1)[C@@H](c1ccccc1)[C@H](CO)N2C(=O)c1cnccn1,0.1
C[C@H](NC(=O)C[C@H]1CC[C@@H](NC(=O)Nc2ccc3c(c2)OCO3)[C@@H](CO)O1)c1ccccc1,-1.1
COc1ccc(NC(=O)N(C)C[C@H]2OCCCC[C@H](C)Oc3ccc(NC(=O)Nc4c(C)noc4C)cc3C(=O)N([C@@H](C)CO)C[C@@H]2C)cc1,0.3
C[C@@H]1CN([C@H](C)CO)C(=O)c2cc(NS(=O)(=O)c3ccccc3)ccc2O[C@@H](C)CCCCO[C@H]1CN(C)C(=O)c1ccccc1,-3.5
O=C(N[C@@H]1CC[C@@H](CCNC(=O)C2CCC2)O[C@@H]1CO)c1ccncc1,0.1
COc1ccc(C#Cc2ccc3c(c2)[C@@H]2[C@@H](CCN2S(=O)(=O)c2cccc(OC)c2)[C@H](CO)N3)cc1,0.2
Cc1noc(C)c1S(=O)(=O)N(C)C[C@H]1OCCCC[C@H](C)Oc2ccc(NC(=O)Nc3ccccc3)cc2C(=O)N([C@@H](C)CO)C[C@@H]1C,1.8
C[C@@H](O)C#Cc1cnc2c(c1)C(=O)N([C@@H](C)CO)C[C@H](C)[C@@H](CN(C)Cc1cccc(C(=O)O)c1)O2,0.9
C[C@@H]1CN([C@@H](C)CO)C(=O)c2cc(NC(=O)Nc3ccc4c(c3)OCO4)ccc2O[C@@H]1CN(C)CC1CCCCC1,-0.7
COc1ccc(S(=O)(=O)Nc2ccc3c(c2)C(=O)N([C@@H](C)CO)C[C@H](C)[C@@H](CN(C)C(=O)Nc2ccc4c(c2)OCO4)OCCCC[C@@H](C)O3)cc1,0.8
C[C@@H]1CN([C@@H](C)CO)C(=O)Cc2cc(NC(=O)CCCCCC(=O)Nc3ccccc3N)ccc2O[C@H]1CN(C)S(C)(=O)=O,-1.1
CCC(=O)N1[C@@H](CO)[C@@H](c2ccccc2)C12CN(Cc1cc(F)ccc1F)C2,-1.7
C[C@H](CO)N1C[C@H](C)[C@@H](CN(C)Cc2ccccc2F)Oc2cc(C3=CCCCC3)ccc2S1(=O)=O,1.0
CCCNC(=O)[C@@H]1[C@@H](CO)[C@@H]2Cn3c(cccc3=O)[C@@H]2N1C(=O)CC1CC1,0.4
C[C@@H]1CCCCO[C@@H](CN(C)Cc2ccccc2)[C@@H](C)CN([C@H](C)CO)C(=O)c2cc(NC(=O)CCCCCC(=O)Nc3ccccc3N)ccc2O1,0.3
O=C(c1ccncc1)N1CCCCN2[C@H](C1)[C@@H](c1ccc(-c3ccccc3)cc1)[C@@H]2CO,0.6
O=C(C[C@@H]1CC[C@@H](NC(=O)C2CCC2)[C@@H](CO)O1)NCc1ccncc1,0.0
C[C@H](NC(=O)C[C@H]1CC[C@@H](NC(=O)C2CCOCC2)[C@H](CO)O1)c1ccccc1,0.4
C[C@H](NC(=O)C[C@H]1CC[C@H]2[C@H](COc3ccc(NS(=O)(=O)c4ccc(Cl)cc4)cc3C(=O)N2C)O1)c1ccccc1,-0.6
C[C@@H]1CCCCO[C@H](CN(C)C(=O)Cc2ccccc2)[C@H](C)CN([C@H](C)CO)C(=O)c2cc(NS(=O)(=O)c3cccs3)ccc2O1,0.8
CO[C@H]1CN(C)C(=O)c2ccc(NC(=O)c3cnccn3)cc2OC[C@H](C)N(C(C)=O)C[C@@H]1C,0.3
C[C@H](CO)N1C[C@H](C)[C@@H](CN(C)CC2CCOCC2)Oc2cc(C#C[C@@H](C)O)ccc2S1(=O)=O,0.1
COCC#Cc1cnc2c(c1)C(=O)N([C@H](C)CO)C[C@@H](C)[C@@H](CN(C)C(=O)Nc1c(C)noc1C)O2,0.2
CC(=O)N(C[C@H]1N[C@H](CO)[C@H]1c1ccc(-c2ccc(F)cc2)cc1)C(C)C,-0.5
COc1ccc2c3c([nH]c2c1)[C@@H](CO)N(C(=O)c1cccnc1)CC31CN(Cc2ccccc2)C1,-1.3
C[C@@H]1CN([C@@H](C)CO)C(=O)c2cc(C3=CCCC3)cnc2O[C@@H]1CN(C)C,-0.5
Cc1noc(C)c1NC(=O)N(C)C[C@@H]1Oc2c(NS(=O)(=O)c3ccc(F)cc3)cccc2C(=O)N([C@@H](C)CO)C[C@H]1C,0.8
C[C@H]1CN([C@@H](C)CO)S(=O)(=O)c2ccc(-c3cccc(C#N)c3)cc2O[C@H]1CN(C)C(=O)c1ccncc1,-0.4
COCC(=O)N1CC2(CN(C(=O)CN3CCOCC3)C2)c2c([nH]c3cc(OC)ccc23)[C@H]1CO,0.2
COc1ccc(C(=O)Nc2ccc3c(c2)OC[C@@H](C)NC[C@H](C)[C@@H](OC)CN(C)C3=O)cc1,-0.2
C[C@H](CO)N1C[C@H](C)[C@H](CN(C)S(C)(=O)=O)OCCCC[C@H](C)Oc2ccc(N(C)C)cc2C1=O,-18
CN(C)C(=O)C[C@@H]1C[C@@H]2c3cc(NS(=O)(=O)c4ccccc4)ccc3O[C@@H]2[C@@H](CO)O1,-2.0
CN1C[C@H](O)COC[C@H]2O[C@H](CC(=O)N3CCN(c4ccccc4)CC3)CC[C@@H]21,-1.5
COC(=O)[C@@H]1[C@@H](CO)[C@@H]2Cn3c(ccc(-c4cccc(F)c4)c3=O)[C@@H]2N1CC1CC1,0.2
CNC[C@H]1Oc2ncc(C#CC3(O)CCCC3)cc2C(=O)N([C@H](C)CO)C[C@@H]1C,-1.3
C[C@@H]1CN([C@H](C)CO)S(=O)(=O)c2ccc(-c3ccncc3)cc2O[C@@H]1CN(C)C(=O)c1cccc(F)c1,2.0
C[C@@H]1CN([C@H](C)CO)C(=O)c2cc(C3=CCCCC3)cnc2O[C@H]1CN(C)Cc1ccc(C(=O)O)cc1,-0.5
COCC(=O)Nc1ccc2c(c1)OC[C@@H](C)N(Cc1cccc(F)c1)C[C@@H](C)[C@@H](OC)CN(C)C2=O,0.2
CO[C@H]1CN(C)C(=O)c2ccc(NC(=O)Nc3ccccc3F)cc2OC[C@@H](C)N(CC2CC2)C[C@H]1C,-0.7
CO[C@H]1CN(C)C(=O)c2ccc(NC(=O)C3CCCC3)cc2OC[C@@H](C)N(C(=O)CC2CC2)C[C@@H]1C,-1.8
O=C(C[C@@H]1CC[C@@H]2[C@H](COC[C@@H](O)CN2S(=O)(=O)c2ccc(Cl)cc2)O1)NCCN1CCCC1,1.0
O=C(O)C[C@H]1CC[C@H](NC(=O)c2ccncc2)[C@H](CO)O1,-0.9
O=C(C[C@H]1CC[C@H]2[C@@H](COC[C@@H](O)CN2CCc2ccccc2)O1)NCc1ccc(F)cc1,-1.7

# Screens as filed in PubChem BioAssay.
